Screening data: PubChem BioAssay, National Center for Advancing Translational Sciences (NCATS)
BRCA1 expr act: activators of BRCA1 expression. MCF7-BRCA1-FFLuc reporter, luminescence, 48 h; response scale: scaled: vehicle 0%, 10 µM genistein 100%. Potency, µM (doses to about 46.1 µM), inactives show at the highest dose activation, actives largely listed as activators. actives 1.1% (n = 380,000). AID 624202; further: potency means the concentration at half of the fitted maximal effect; nearly all actives have a fitted effect of over 80% in size; some results filed as inactive show a strong effect at the top dose
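Activators of BRCA1 expression were detected as increased firefly luciferase luminescence in engineered MCF7 cells after 48 h compound incubation. Signals were scaled to genistein 10 microM as full activation.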
ELG1 DNA repair: blocks ELG1-dependent DNA repair in HEK293T cells; Potency, µM (top dose mostly 46.1 µM), inactives show at the top dose activity change, negative = inhibition, most hits filed as inhibitors; actives 2.3% (n = 330,000); HEK293T ELG1-luciferase reporter, luminescence, 16 h; DNA damage induced by 5-fluorouridine; further: potency means the concentration at half of the fitted maximal effect; on the % scale 0 is the no-effect control and ±100 the full control effect; nearly all actives have a fitted effect of over 55% in size
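DMSO vehicle served as the neutral condition. Each well held 2,000 cells given 5-fluorouridine plus compound; after 16 hr at 37 °C/5% CO2, ONE-Glo was added and luciferase measured 30 min later.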
B2AR arrestin: recruits beta-arrestin to the human beta2-adrenergic receptor; Potency, µM (series often up to 46.1 µM), for inactives: at the top dose activation, most hits filed as activators; actives 0.02% (n = 330,000); beta-arrestin recruitment to beta2AR, cell-based reporter; P07550;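 further: potency means the concentration at half of the fitted maximal effect; 0% = DMSO controls and full agonism = EC100 isoproterenol or metaproterenol; nearly all actives have a fitted effect of over 65% in size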
AT treatment: candidate therapy for ataxia-telangiectasia; AID 485349; Potency, µM (top dose mostly 57.5 µM), without a hit: at the highest dose activation, actives largely listed as activators; […] A-T fibroblasts, KAP-1 phosphorylation AlphaLISA; neocarzinostatin DNA damage 30 min before lysis; actives 0.19% (n = 320,000); further: potency means the concentration at half of the fitted maximal effect; % of control where 0% means no effect; nearly all actives have a fitted effect of over 45% in size
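hTERT-immortalized A-T patient fibroblasts ([…]), 500 cells/well in OPTI-MEM, 1% FBS, got compounds for 60 min, then NCS for 30 min at 37C. Lysates were then assayed for phospho-KAP-1 by AlphaLISA (anti-pKAP1 donor, anti-KAP1 acceptor beads), 6 hr at 25C.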
TRPV1 ag: agonists of human vanilloid receptor 1 (TRPV1); Q8NER1; TRPV1-expressing cells, Fluo-8 calcium influx, agonist mode; activation, % at 8.33 µM; actives 0.19% (n = 320,000); in the data active means activation above about 80%; inconclusive means between about 30% and that limit; further: 0% is about no effect
Target sequence (Q8NER1 whole entry, looked up): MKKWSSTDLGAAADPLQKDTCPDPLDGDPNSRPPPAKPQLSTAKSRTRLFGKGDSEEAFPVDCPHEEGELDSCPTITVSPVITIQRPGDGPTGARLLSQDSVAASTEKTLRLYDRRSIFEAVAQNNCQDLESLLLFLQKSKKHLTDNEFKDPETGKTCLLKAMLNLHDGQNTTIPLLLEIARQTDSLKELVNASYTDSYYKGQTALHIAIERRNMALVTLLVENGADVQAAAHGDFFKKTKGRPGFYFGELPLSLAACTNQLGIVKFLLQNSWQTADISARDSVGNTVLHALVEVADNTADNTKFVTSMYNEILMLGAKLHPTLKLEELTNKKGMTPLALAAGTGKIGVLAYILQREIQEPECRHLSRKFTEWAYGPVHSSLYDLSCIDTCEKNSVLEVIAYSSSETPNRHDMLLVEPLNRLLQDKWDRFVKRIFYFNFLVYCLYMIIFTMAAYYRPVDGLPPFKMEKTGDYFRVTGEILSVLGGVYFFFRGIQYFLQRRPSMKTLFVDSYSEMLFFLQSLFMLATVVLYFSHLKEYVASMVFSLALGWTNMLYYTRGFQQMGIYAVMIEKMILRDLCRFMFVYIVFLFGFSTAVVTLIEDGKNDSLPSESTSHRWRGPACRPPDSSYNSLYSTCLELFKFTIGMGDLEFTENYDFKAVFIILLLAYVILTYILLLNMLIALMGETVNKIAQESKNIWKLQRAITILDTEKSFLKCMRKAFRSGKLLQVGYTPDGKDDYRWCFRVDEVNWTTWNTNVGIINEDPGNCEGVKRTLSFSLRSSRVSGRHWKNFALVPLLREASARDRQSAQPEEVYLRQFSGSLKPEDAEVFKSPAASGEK
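TRPV1-expressing cells were cultured overnight at 35.5C and loaded with Fluo-8 calcium dye for 40 to 90 min at room temperature. After a 10 s baseline, compound was added and calcium influx was read kinetically for 3 min (ex 480/em 520 nm).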
TSG101-PTAP inh: blocks PTAP/TSG101 interaction to inhibit HIV-1 budding. Q99816. Fluorescence polarization, FITC-PTAP peptide / Tsg101 binding. 340,000 tested, under 10 active. Potency, µM (highest dose often 115 µM), without a hit: at the highest dose activity change, negative = inhibition, actives largely listed as inhibitors. AID 493005; active means well fitted inhibition curve with a large enough effect in the main read-out, with a control signal flat, not every such curve was filed as active; inconclusive means small, poorly fitted or top-dose-only effect, or effect the other way, or a change in a side signal; inactive means no such curve, though single readings can be large or run the other way; further: potency means the concentration at half of the fitted maximal effect; % of control where 0% means no effect
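Tsg101 binding domain (10 uM final) was mixed with compound and a FITC-labeled PTAP peptide (50 nM final) in HEPES pH 7.5 buffer with NaCl, Tween 20, EDTA and TCEP; fluorescence polarization was read after 20 min at r.t.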
Integrin act MD: integrin-mediated muscular dystrophy alleviation activation; alpha7betagal myoblasts, beta-gal FDG fluorescence, 48 h; Potency, µM (series often up to 38.3 µM), for the others: at the highest dose activation, actives largely listed as activators; actives 0.064% (n = 350,000); AID 624291;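 further: potency means the concentration at half of the fitted maximal effect; 100% = response of the positive control SU9516; nearly all actives have a fitted effect of over 60% in size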
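alpha7betagal+/- myoblasts (passage 13, 250/well) treated 48 h at 37C with compounds at 1:260 dilution of DMSO stock. Lysed, then beta-galactosidase activity read as FDG fluorescence (ex 480/em 540) after 30 min, with pre-read for autofluorescence.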
CXXC DNA block: blocks binding of human MLL CXXC domain to DNA. actives 0.037% (n = 290,000). AID 2662. MLL-CXXC / FITC-HOXA9 DNA fluorescence polarization. Potency, µM (highest dose often 115 µM), inactives show top-dose activity change, negative = inhibition, most hits filed as inhibitors. Q03164; active means well fitted inhibition curve with a large enough effect in the polarisation, with a control signal flat, not every such curve was filed as active; inconclusive means small, poorly fitted or top-dose-only effect, or effect the other way, or a change in a side signal; inactive means no such curve, though single readings can be large or run the other way; the % refers to the polarisation; further: potency means the concentration at half of the fitted maximal effect
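Steps: dispense CXXC domain solution (7 uM) → pin compounds or unlabeled HOX-A9 DNA control → 5 min ambient → add FLSN-HOX-A9 solution (50 nM) → spin → 30 min ambient → fluorescence polarization. Tris pH 7.5/NaCl/DTT/BSA buffer.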
TCR act: activates T cell receptor signaling; primary human leukocytes, anti-CD3, IL-2 HTRF, 48 h; Potency, µM (doses to about 9.22 µM), without a hit: top-dose activation of IL-2 secretion, actives largely listed as activators; 330,000 tested, under 10 active; further: % of control where 0% means no effect
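Readout: HTRF IL-2, Eu-cryptate/d2 antibody pair, 320nm excitation, 665nm emission. Stimulus: a-CD3 beads, no co-stimulation. Cells: primary human leukocytes. Exposure: 48 hr with compound.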
p53 reactivation: mutant p53 re-activation in reporter cells; H1299 p53-A138V BP100-luciferase reporter, luminescence, 24 h; Potency, µM (top dose mostly 92.2 µM), inactives show at the highest dose activity change, positive = activation, most hits filed as activators; AID 504706; actives 0.063% (n = 320,000); further: potency means the concentration at half of the fitted maximal effect; % of control where 0% means no effect; nearly all actives have a fitted effect of over 45% in size
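H1299 (p53-null), stable ts p53-A138V + BP100-Luc; 1000 cells/well, Opti-MEM/10% FBS; cpd 4 pt, 1:5; 24 h, 37 deg C, 5% CO2; detection reagent 10 min RT; luminescence.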
The depositor's hits bear a star; ? = inconclusive; . = no result given; & = joins results of further samples; [ ] = remark or other dose. Unless noted, the call rests on the fitted dose curve; in most records, active means well fitted curve in the direction sought with a large enough effect; inconclusive means small, poorly fitted or top-dose-only effect, or another doubt; inactive means no such curve, though single readings can be large; an effect the other way counts as inactive or inconclusive.

SMILES	BRCA1 expr act	ELG1 DNA repair	B2AR arrestin	AT treatment	TRPV1 ag	TSG101-PTAP inh	Integrin act MD	CXXC DNA block	TCR act	p53 reactivation
COc1ccccc1NC(=O)C1=C(C)N(c2ccccc2)C(=S)NC1c1cccc(C(F)(F)F)c1 (centres undefined)	-45%	?	0.4%	7%	29	-3%	-43%	-1%	5%	2%
CCn1c(C)cc(/C=C2/SC(=S)NC2=O)c1C	-16%	?	0.3%	-18%	1	1%	-1%	23%	-4%[46.1 µM]	?
O=C(c1cccc(S(=O)(=O)NCc2ccccc2)c1)N1CCN(c2ccccc2)CC1	-22%	?	-0.9%	-11%	.	-5%	-11%	.	10%	3%
CCOC(=O)NC(=O)C(=CNc1cccc(OC)c1)C(=O)NC(=O)OCC	-4%	24%	-4.7%	-1%	-1	-2%	-6%	2%	2%	0%
COCCNS(=O)(=O)c1ccc2c3c(cccc13)C(=O)N2C	-9%	?	0.0%	1%	-1	0%	0%	6%	-7%	5%
CCCOc1ccc(/C=C/c2c([N+](=O)[O-])c(=O)n(C)c(=O)n2C)cc1	-39%	-21%	0.0%	3%	15	1%	-1%	-8%	-7%	.
CNc1ccc(C=C2C=Cc3ccccc32)cc1	21%	.	.	.	.	-1%	-21%	.	-1%	.
CC1CCCC(NC(=O)c2cccs2)C1C (centres undefined)	34%	14%	?	?	20	-5%	-12%	.	0%	4%
COc1cccc(NC(=O)CN(C)C(=O)c2cn(-c3ccccc3)nc2-c2cccnc2)c1	-21%	?	-0.1%	1%	14	1%	28%	.	-2%	0%
CCCOc1cc(C)nc(-c2ccccc2O)n1	-15%	8%	-1.7%	?	6	0%	13%	-7%	-3%	8%
CN(C)S(=O)(=O)c1cccc(-c2csc(N/N=C/c3ccco3)n2)c1	0%	?	-0.1%	23%	-8	-4%	-18%	2%	-1%	5%
Cc1nc(SCC(=O)c2cc3ccccc3oc2=O)c(C#N)c(-c2ccccc2)c1C(=O)Nc1ccccc1	-82%	?	-0.3%	2%	-5	-3%	19%	3%	-6%[46.1 µM]	10%
COc1ccc(Br)cc1/C=N/NC(=O)c1ccc(OC)c(OC)c1	-18%	-25%	0.0%	0%	0	1%	-50%[inhibitor]	4%	-3%	0%
C=C(C)C1CCC(C)=C1CC(C)(C)/C=N\n1cnnc1 (centres undefined)	-33%	-15%	0.2%	2%	-2	-11%	?	-2%	-3%	-7%
C=CCNC(=O)c1ccccc1NC(=O)c1ccc(Cl)c(S(=O)(=O)Nc2ccccc2)c1	-54%	?	-0.1%	-4%	4	-5%	-4%	12%	.	-3%
CCCCNC(=O)COC(=O)c1c2c(nc3ccccc13)CCC2	-14%	?	0.1%	-6%	-1	-3%	17%	0%	7%	0%
O=C(CCNS(=O)(=O)c1ccc(Br)cc1)NC1CCCCC1	-4%	-13%	-0.3%	2%	15	1%	35%	2%	1%	-5%
CC(C)(C)Nc1c2ccccc2nc2ccccc12	-5%	-1%	-1.0%	?	13	-2%	-16%	-7%	-11%	-1%
CC(NC(=O)c1ccc2ccccc2n1)c1ccc(S(N)(=O)=O)cc1 (centres undefined)	-14%	?	0.4%	2%	?	0%	-6%	-9%	5%	0%
Cn1ncc2c(NNC(=O)Cc3cccc4ccccc34)ncnc21	-27%	-2%	3.1%	3%	2	0%	-21%	15%	0%[46.1 µM]	-5%
Cc1ccc(S(=O)(=O)N(C)C)cc1NC(=O)COC(=O)c1n[nH]c(=O)c2ccccc12	-1%	6%	0.2%	13%	1	-1%	-14%	0%	0%	0%
C/C(=N/NC(=O)Cc1cccc2ccccc12)c1cccs1	-21%	2%	-0.1%	7%	22	-4%	-38%	4%	-1%	3%
CCc1c(C(=O)Nc2nnc(C3CC3)s2)csc1C	26%	?	0.1%	-9%	1	.	-8%	16%	.	20%
CCOC(=O)c1c(N)n(-c2ccc(N)cc2)c2nc3ccccc3nc12	-10%	9.2µM*	-2.0%	0%	1	-5%	-43%	7%	-3%[46.1 µM]	-13%
CCCN(C(=O)c1ccc(OCC(C)C)cc1)c1c(N)n(Cc2ccccc2)c(=O)[nH]c1=O	-7%	0%	0.0%	5%	4	0%	7%	.	8%	-3%
CCOC(=O)C1(CCOc2ccccc2)CCN(C(=O)CCSC)CC1	-2%	.	.	.	.	-3%	-20%	.	0%	.
Cc1ccc(NC(=O)CCOc2ccccc2)cc1	7.1µM*	?	0.4%	-6%	17	0%	0%	9%	6%	?
CC12CCC(=O)N1C(C(=O)NCCc1ccc(F)cc1)CS2 (centres undefined)	0%	.	.	.	.	-2%	6%	.	2%	.
CCOC(=O)c1c(C)[nH]c(C)c1S(=O)(=O)NCc1ccccc1OCC	-9%	2%	0.0%	-8%	-1	-5%	8%	6%	12%	1%
COc1cc(S(=O)(=O)N2CCC(O)(c3cccc(C(F)(F)F)c3)CC2)ccc1-n1cnnn1	-30%	?	-0.5%	-8%	-1	-5%	-20%	-1%	-1%	3%
O=C(Cn1ccc(C(F)(F)F)n1)Nc1cccc(S(=O)(=O)N2CCCCC2)c1	-26%	-18%	0.5%	?	10	-2%	-9%	10%	-3%	0%
COc1cc(/C=N/Nc2nncn2/N=C/c2ccc(O)c(OC)c2)ccc1O	29%	?	0.4%	?	0	-3%	-36%[inhibitor]	8%	9%	14%
CCOC(=O)c1c(C)[nH]c(C(=O)CN2CCOCC2)c1C	1%	.	.	.	7	-5%	13%	-2%	0%	.
O=c1oc2ccccc2nc1/C=C(\O)c1ccc(Br)cc1	-52%	?	0.3%	21%	-3	?	0%	-2%	7%	10%
Cc1ccccc1OCCn1c(=O)sc2ccccc21	18%	?	0.2%	.	2	-3%	6%	2%	4%[46.1 µM]	-10%
O=C(NCCc1ccc(Cl)cc1)C1CCCN1C(=O)Nc1ccc(F)cc1 (centres undefined)	1%	-4%	0.2%	-5%	0	-1%	12%	-4%	0%	16%
O=C(O)C1(Nc2ccccc2)CCCC1	-9%	.	.	.	.	-7%	8%	.	-5%	.
O=C(CSc1nnc(Cc2ccccc2)o1)N1CCCC1	11%	-5%	-0.4%	-3%	0	-4%	28%	2%	2%	-1%
Cc1ccc(C)c(N(C(=O)c2snc(C(N)=O)c2N)C(C(=O)NCC2CCCO2)c2ccc(C)o2)c1 (centres undefined)	-7%	?	-0.2%	1%	4	0%	-23%	25%	-18%	-11%
CCOc1cccc(C=Nc2cc(C)cc(C)c2O)c1O	-43%	-24%	0.3%	5%	-4	-4%	-28%	26%	-3%	?
Cc1cccn2c(=O)c(C(=O)NCCCN3CCCCC3C)c(O)nc12 (centres undefined)	12%&13%	-4%	0.1%	0%	2	-7%	-28%	2%	-4%	0%
COc1ccc(OCCNC(=O)c2ccccc2OCC(=O)N2CCCCC2)cc1	-14%	23µM*	-0.6%	1%	5	0%	-4%[7.66 µM]	-5%	1%[46.1 µM]	9%
O=C(Oc1ccccc1-c1nnco1)c1ccccc1	27%	.	.	.	0	0%	9%	132%[activator]	-3%	.
COc1cccc(C(=O)Cn2c(NCCO)nc3ccccc32)c1	-7%	14%	-0.1%	.	2	-10%	10%	4%	-2%[46.1 µM]	-2%
Cc1ccc(Nc2c(-c3ccccc3O)nc3cnccn23)cc1	-67%	?	-0.3%	0%	-5	1%	-14%	-5%	-11%	2%
CCc1ccc(/C=C2/C(=O)N(c3ccccc3)C(=S)N2CC(=O)OC)s1	-53%	-6%	-0.2%	-13%	0	-1%	-3%	9%	4%[46.1 µM]	-14%
Cc1[nH]c2ccccc2c1/C=N/NC(=O)c1cc(C(C)C)[nH]n1	4%	?	-0.6%	-3%	-5	2%	7%	2%	12%	14%
CCN(C(=O)CC(C)C)c1nnc(Cn2nnc3ccccc32)s1	0%	8.2µM*	-0.2%	-1%	-2	-4%	7%	4%	-11%	-1%
O=C(NN=C1C2CC3CC(C2)CC1C3)c1cccs1	43%	?	-0.3%	-4%	15	-6%	-16%	5%	-6%	?
Cc1cc(=O)oc2cc(OCC(=O)NC3CCCCC3)ccc12	25%	22%	-0.4%	-8%	2	-1%	?	21%	4%	7%
Cc1ccc(Nc2nc(N/N=C/c3c[nH]c4ccccc34)nc(N3CCOCC3)n2)cc1	-100%	16µM*	-0.4%	-3%	-3	0%	-55%[inhibitor]	16%	-2%[46.1 µM]	?
OC1CCN(c2ncnc3nc[nH]c23)CC1	10%	-1%	0.3%	11%	-3	-10%	10%	-2%	-2%[46.1 µM]	-3%

Not a hit list (roughly 3.8% active in at least one column).
